From PubChem
CXXC DNA block – MLL CXXC-DNA interaction inhibition. Potency, µM (top dose mostly 115 µM), for the others: at the top dose activity change, negative = inhibition, usual class: inhibitors. 0.037% of 290,000 active. MLL-CXXC / FITC-HOXA9 DNA fluorescence polarization. AID 2662; active means well fitted inhibition curve with a large enough effect in the polarisation, with a control signal flat, not every such curve was filed as active; inconclusive means small, poorly fitted or top-dose-only effect, or effect the other way, or a change in a side signal; inactive means no such curve, though single readings can be large or run the other way; the % refers to the polarisation; further: potency means the concentration at half of the fitted maximal effect
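Purified MLL-CXXC (added from a 7 uM solution) was preincubated 5 min at ambient with pinned compounds in 50 mM Tris-HCl pH 7.5, 50 mM NaCl, 1 mM DTT, 0.05% BSA. Fluorescein-labeled HOX-A9 DNA (50 nM solution) followed, 30 min, then polarization read.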
AT treatment – potential ataxia-telangiectasia treatment | […] A-T fibroblasts, KAP-1 phosphorylation AlphaLISA; neocarzinostatin DNA damage 30 min before lysis | Potency, µM (series often up to 57.5 µM), for the others: at the top dose activation, hits mostly activators | 0.19% of 320,000 active | AID 485349; further: potency means the concentration at half of the fitted maximal effect; % of control where 0% means no effect; nearly all actives have a fitted effect of over 45% in size
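hTERT-immortalized A-T patient fibroblasts ([…]), 500 cells/well in OPTI-MEM, 1% FBS, got compounds for 60 min, then NCS for 30 min at 37C. Lysates were then assayed for phospho-KAP-1 by AlphaLISA (anti-pKAP1 donor, anti-KAP1 acceptor beads), 6 hr at 25C.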
ASM inhibitor – blocks human secretory acid sphingomyelinase; AID 504937; placental ASM, HMU-PC fluorogenic substrate, 60 min; 0.006% of 340,000 active; Potency, µM (top dose mostly 57.5 µM), without a hit: top-dose activity change, negative = inhibition, usual class: inhibitors; further: potency means the concentration at half of the fitted maximal effect
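Human placenta-derived ASM enzyme was preincubated with compound for 10 minutes at room temperature, then given fluorogenic substrate HMU-PC0 (9 uM final) for 60 minutes at 37 °C; a pH 10 stop preceded fluorescence reading at Ex 386/Em 447 nm.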
MBNL1 CUG block – MBNL1-poly(CUG) RNA binding inhibition; Q9NR56; TR-FRET MBNL1-His/biotin-(CUG)12 binding, 665/545 ratio; Potency, µM (top dose mostly 57.5 µM), without a hit: top-dose activity change, negative = inhibition, hits mostly inhibitors; 0.036% of 280,000 active; active means well fitted inhibition curve with a large enough effect in the signal ratio, with a control signal flat, not every such curve was filed as active; inconclusive means small, poorly fitted or top-dose-only effect, or effect the other way, or a change in a side signal; inactive means no such curve, though single readings can be large or run the other way; the % refers to the signal ratio; further: potency means the concentration at half of the fitted maximal effect; on the % scale 0 is the no-effect control and ±100 the full control effect
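Compound titration spanned 92 nM–58 uM against the MBNL1-His/biotin-(CUG)12 complex. After 60 min at room temperature with 5 nM streptavidin-XL665 and 0.055 ng/ul terbium anti-His, ratiometric 665/545 nm emission (Ex 340 nm) normalized to controls.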
hERG WT inh – blocks the wildtype human KCNH2 potassium channel. AID 720551. 0.37% of 340,000 active. U2OS, BacMam KCNH2, thallium flux FluxOr; hits give low values. activity change, % at 1.84 µM. Q12809;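 active means maximum activity change below -70%; inconclusive means maximum activity change between -70% and -50%; inactive means maximum activity change above -50%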; further: on the % scale 0 is the no-effect control and ±100 the full control effect
Target sequence (Q12809 whole entry, looked up): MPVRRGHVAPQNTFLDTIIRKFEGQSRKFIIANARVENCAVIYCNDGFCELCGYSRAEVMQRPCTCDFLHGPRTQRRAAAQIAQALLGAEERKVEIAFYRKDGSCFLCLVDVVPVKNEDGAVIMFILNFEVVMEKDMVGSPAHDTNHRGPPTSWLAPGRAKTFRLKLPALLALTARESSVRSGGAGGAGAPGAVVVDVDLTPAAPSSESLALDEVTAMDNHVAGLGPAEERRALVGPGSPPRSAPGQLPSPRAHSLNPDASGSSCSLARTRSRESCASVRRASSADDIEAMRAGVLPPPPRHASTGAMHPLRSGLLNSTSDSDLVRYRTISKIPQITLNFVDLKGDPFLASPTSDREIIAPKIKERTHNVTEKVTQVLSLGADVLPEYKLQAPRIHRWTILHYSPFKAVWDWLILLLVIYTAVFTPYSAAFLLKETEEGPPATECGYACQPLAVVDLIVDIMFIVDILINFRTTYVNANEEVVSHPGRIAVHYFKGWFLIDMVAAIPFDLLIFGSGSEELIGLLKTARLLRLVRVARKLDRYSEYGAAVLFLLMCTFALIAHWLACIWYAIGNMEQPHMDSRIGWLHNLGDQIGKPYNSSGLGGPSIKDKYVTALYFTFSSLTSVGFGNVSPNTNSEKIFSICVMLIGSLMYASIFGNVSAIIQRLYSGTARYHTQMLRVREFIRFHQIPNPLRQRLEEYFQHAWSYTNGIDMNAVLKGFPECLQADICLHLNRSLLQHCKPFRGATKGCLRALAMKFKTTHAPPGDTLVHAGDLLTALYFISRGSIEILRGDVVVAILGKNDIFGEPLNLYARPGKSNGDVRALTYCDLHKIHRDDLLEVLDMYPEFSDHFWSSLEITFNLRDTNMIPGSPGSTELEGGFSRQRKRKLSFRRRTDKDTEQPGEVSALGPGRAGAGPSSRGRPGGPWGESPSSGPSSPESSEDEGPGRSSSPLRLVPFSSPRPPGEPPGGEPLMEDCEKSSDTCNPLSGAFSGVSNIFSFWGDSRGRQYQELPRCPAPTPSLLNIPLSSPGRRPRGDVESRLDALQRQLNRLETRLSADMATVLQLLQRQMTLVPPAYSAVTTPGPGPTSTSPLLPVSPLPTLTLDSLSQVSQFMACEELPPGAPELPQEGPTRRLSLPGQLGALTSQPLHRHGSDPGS
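U2OS cells transduced with wild-type KCNH2 virus are loaded with FluxOr dye for 45 min, and thallium flux is measured in kinetic reads before and after stimulation buffer. Rate constants are normalized to DMSO controls.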
GALK inhibitor – galactokinase (human) inhibition. Purified GALK, Kinase-Glo residual ATP luminescence. Potency, µM (series often up to 57.5 µM), inactives show at the highest dose activity change, negative = inhibition, hits mostly inhibitors. 0.007% of 270,000 active. AID 1868; further: potency means the concentration at half of the fitted maximal effect; on the % scale 0 is the no-effect control and ±100 the full control effect
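5 nM enzyme, 35 uM ATP, 100 uM galactose, 20 mM HEPES pH8.0, 5 mM MgCl2; 1 h RT; residual ATP by Kinase-Glo Plus luminescence, qHTS format.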
FBPA coupling cs – coupling enzyme interference in Giardia aldolase counter-screen | coupling enzyme system counterscreen, AmpLite Red fluorescence | activity change, negative = inhibition, % at 58.2 µM, hits read low | 0.67% of 290,000 active; in the data active means activity change below about -30%; further: on the % scale 0 is the no-effect control and ±100 the full control effect
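Coupling enzymes only (glyceraldehyde-3-phosphate) + compound, at 57.5 uM final, 10 min RT; add substrate/coupling/AmpLite Red mix, 20 min RT; fluorescence ex 525/em 598 nm. Actives flag coupling-system interference.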
TRPV1 agonist – agonists of human vanilloid receptor 1 (TRPV1); Q8NER1; TRPV1-expressing cells, Fluo-8 calcium influx, agonist mode; activation, % at 8.33 µM; 0.19% of 320,000 active; AID 540275; in the data active means activation above about 80%; inconclusive means between about 30% and that limit; further: 0% is about no effect
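Fluo-8 calcium influx in TRPV1-expressing cells, kinetic read (ex 480/em 520 nm). Compound added and read 3 min for agonist activity, followed by capsaicin at EC20 final and 2 min further read for enhancement.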
KCNH2 3.1 inh – KCNH2 3.1 (human) potassium channel inhibition; U2OS KCNH2 3.1, thallium flux FluxOr; hits give low values; activity change, % (tested at about 1.8 µM); 0.95% of 340,000 active; AID 720553;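 active means maximum activity change below -70%; inconclusive means maximum activity change from -70% to -50%; inactive means maximum activity change above -50%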;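 further: thallium influx rate constant from kinetic fluorescence after stimulation buffer; on the % scale 0 is the no-effect control and ±100 the full control effect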
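We transduce U2OS cells with the mutant 3.1 virus, culture them overnight, load FluxOr with Red40 quencher for 45 min, then add stimulation buffer and read kinetically for 2 min to derive a normalized rate constant.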
Integrin act MD – activates integrin-mediated alleviation for muscular dystrophy; alpha7betagal myoblasts, beta-gal FDG fluorescence, 48 h; Potency, µM (doses to about 38.3 µM), inactives show at the top dose activation, actives largely listed as activators; AID 624291; 0.064% of 350,000 active;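 further: potency means the concentration at half of the fitted maximal effect; 100% = response of the positive control SU9516; nearly all actives have a fitted effect of over 60% in size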
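Alpha7betagal+/- myoblasts (passage 13) were plated 16-24 hr, then exposed to compounds (1:260 dilution of DMSO stock) for 48 hours at 37C. After MPER lysis, β-galactosidase reporter activity was read as FDG fluorescence (ex 480/em 540) after 30 minutes.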
Numbers without * were called inactive; ? = inconclusive; nt = not tested or not shown; [ ] = dose if it differs, or a comment. Unless noted, the call rests on the fitted dose curve; in most records, active means well fitted curve in the direction sought with a large enough effect; inconclusive means small, poorly fitted or top-dose-only effect, or another doubt; inactive means no such curve, though single readings can be large; an effect the other way counts as inactive or inconclusive.

no.	SMILES	TRPV1 agonist	KCNH2 3.1 inh	GALK inhibitor	MBNL1 CUG block	ASM inhibitor	FBPA coupling cs	AT treatment	CXXC DNA block	Integrin act MD	hERG WT inh
1	CN(CC(=O)Nc1ncn[nH]1)S(=O)(=O)c1ccc(Cl)cc1	2.3	-13.8	14.4%	-2.8%	-3.8%	1.2	-1.4%	5.9%	2.7%	36.4
2	O=C(O)c1oc2ccccc2c1CSc1ccc(Cl)cc1	-1.4	10.2	0.7%	-6.6%	27.4%	2.3	-6.5%	-2.6%	24.3%	-9.3
3	O=C(COC(=O)c1ccc([N+](=O)[O-])o1)Nc1cccc(S(=O)(=O)N2CCCCC2)c1	1.5	4.3	-1.8%	?	-0.6%	-5.9	4.5%	10.6%	-46.1%[inhibitor]	12.5
4	CCOC(=O)Cn1c(-c2ccccc2)cc(SC)c(C#N)c1=O	2.2	-19.3	nt	-2.0%	-9.2%	-1.1	nt	60.3%	-0.2%	3.0
5	CC(NC(=O)c1ccccc1F)c1cccc2ccccc12 (configuration not stated)	?	19.2	nt	nt	-1.9%	nt	-3.3%	nt	-37.1%	3.3
6	C(=N\Nc1ccccc1)/c1nc2ccccc2s1	?	-0.5	0.9%	-3.3%	-2.7%	1.1	1.5%	-3.5%	21.3%	-2.2
7	O=C(CN1C(=O)CCS(=O)(=O)c2ccccc21)Nc1ccc(F)cc1	-5.9	-7.4	0.3%	3.2%	5.5%	-1.2	2.2%	-0.3%	-15.2%	2.7
8	CCOc1nc(OCC)nc(-n2cc(-c3ccccc3)nn2)n1	-0.8	16.9	2.5%	2.9%	-4.3%	2.5	12.5%	14.6%	-20.5%	-1.4
9	Cc1ccsc1/C=N\NC(=O)c1n[nH]c2c1CCC2	0.0	11.5	0.7%	13.4%	4.5%	-3.0	8.3%	6.2%	8.4%	18.3
10	O=C(COc1ccc(Br)cc1)Nc1ccc(Cc2ccncc2)cc1	?	-4.8	1.9%	2.3%	-1.2%	0.1	-2.3%	11.0%	2.4%	1.8
11	COc1cc(CN2CCN(Cc3ccc(C)cc3)C(CCO)C2)cc(OC)c1O (configuration not stated)	0.7	-2.8	-0.7%	-4.9%	-4.2%	-24.5	1.1%	0.6%	-868.8%[inhibitor]	30.5
12	COc1cccc(NC(=O)c2nnn(CC(=O)Nc3cc(C)cc(C)c3)c2N)c1	4.2	4.2	8.9%	-5.4%	-3.7%	1.5	-0.1%	4.0%	-3.1%	8.3
13	COc1ccc(N2C(=O)c3ccc(C(=O)Nc4ccccc4OC)cc3C2=O)cc1	2.5	13.4	-2.7%	?	-3.3%	0.4	-10.9%	-0.6%	?	12.5
14	Cc1nc2ccc(S(=O)(=O)Nc3ccccc3C)cc2s1	4.1	-5.3	12.7%	-12.3%	-2.6%	1.0	2.8%	-5.3%	-26.7%	-14.4
15	O=C1CN(Cc2nc3cc(Cl)ccc3c(=O)[nH]2)CCN1	-0.7	6.6	-1.2%	-10.1%	9.1%	2.4	?	38.5%[activator]	-16.7%	3.5
16	COc1ccc(Cl)cc1NC(=S)NCc1cccnc1	11.1	13.6	-3.7%	-5.3%	-0.8%	2.1	1.0%	15.2%	7.1%	-2.0
17	COc1cc(C(=O)NCc2nnc(SCC(=O)N3CCc4ccccc43)o2)cc(OC)c1OC	-2.2	-0.9	0.2%	-2.3%	1.8%	5.1	-2.8%	-0.4%	-24.2%	-12.0
18	CCn1c(=O)cc(OCC(=O)Nc2cccc(C)n2)c2ccccc21	-3.6	15.6	-0.5%	-4.3%	-4.7%	1.8	-3.2%	23.6%	10.3%	3.0
19	Cc1cc(C)nc(-n2nc(C)cc2NC(=O)CN2CCCC2)n1	-1.0	-0.4	-1.5%	0.4%	-2.9%	7.2	-3.9%	0.6%	3.0%	nt
20	CCC(=O)Nc1ccc(C(=O)N/N=C/c2cccnc2)cc1	-0.9	11.7	nt	?	13.2%	3.9	10.3%	-2.3%	15.9%	13.0
21	CCNC(=O)C(C)Sc1ccc(Cl)cc1 (configuration not stated)	7.2	13.7	-2.6%	-3.3%	5.3%	1.4	2.7%	0.6%	20.0%	4.7
22	COC(=O)c1ccc(CNC(=O)CSc2nnc(COc3ccccc3)n2C)o1	-0.7	-2.8	-1.0%	-3.7%	3.2%	0.8	-0.6%	1.0%	-7.4%	3.2
23	COCCCNC(=S)N/N=C/c1ccc(N(C)C)cc1Cl	0.5	2.9	-2.5%	-4.9%	145.9%[activator]	1.6	-4.7%	6.0%	10.7%	-9.2
24	O=C(CCCNC(=O)c1ccc(Cl)cc1)Nc1cccc(F)c1	-4.8	1.2	13.8%	0.8%	0.7%	-7.9	4.7%	-1.3%	-12.4%	11.2
25	COc1ccc(OC)c(NC(=O)C2CCN(c3cc(-c4ccccc4)nc4ncnn34)CC2)c1	-1.7	-13.4	-4.6%	13.2%	-7.7%	-1.5	9.0%	-9.7%	-33.9%[7.66 µM]	-16.6
26	OCC1(CO)CCCC(CO)(CO)C1O	nt	9.6	nt	nt	2.1%	nt	nt	nt	?	14.4
27	CC(C)NC(=O)Cn1cc(C(=O)COc2ccccc2)c2ccccc21	?	-12.2	-0.1%	2.0%	1.7%	0.3	2.3%	-8.1%	-8.3%	-1.1
28	CCOC(=O)Cc1csc(NC(=O)c2cc(C)cc(C)c2)n1	3.5	-2.9	9.6%	?	3.6%	-2.0	1.5%	8.8%	25.0%	-22.4
29	O=C(c1ccccc1F)N1CCCc2ccccc21	-0.8	-5.9	5.3%	1.1%	0.8%	-0.2	2.9%	6.3%	?	-4.7
30	O=C(NC(=S)NCC1CCCO1)c1ccccc1Br (configuration not stated)	2.6	14.6	-2.4%	nt	1.7%	0.0	-4.6%	-0.3%	-18.3%	7.9
31	OCC(O)C1OCOC(C(O)CO)C1O (configuration not stated)	nt	8.5	nt	nt	3.5%	nt	nt	nt	8.8%	-4.4
32	O=C(Nc1c(C(=O)N2CCOCC2)oc2ccccc12)c1cccc([N+](=O)[O-])c1	17.3	3.3	-2.7%	?	0.2%	nt	9.2%	-3.2%	-11.9%	6.0
33	CN(C)c1ccc(N=Cc2ccco2)cc1	0.7	2.0	5.5%	?	-0.5%	-42.1*	-39.1%[inhibitor]	23.1%	-47.1%[inhibitor]	-10.6
34	O=C(COc1ccc(Br)cc1CNCCc1ccccc1)NCc1ccccc1	11.3	?	-1.1%	-3.8%	-3.6%	4.4	-3.4%	0.5%	-59.9%[inhibitor]	17.9
35	COc1ccc(NC(=O)c2cnn(-c3ccccc3)c2C)c(OC)c1	-2.1	13.5	0.0%	0.7%	-0.6%	0.7	5.9%	0.1%	20.9%	-1.1
36	COC(=O)c1cc(Cl)c(NC(=O)c2cc3ccccc3o2)cc1OC	3.4	-4.1	-1.8%	26.7%	1.6%	nt	8.7%	1.2%	27.7%	-1.0
37	O=C(Cc1ccccc1Cl)Nc1ccc(S(=O)(=O)N2CCOCC2)cc1	?	-13.8	nt	nt	0.8%	nt	-0.5%	nt	5.4%	-1.2
38	O=C(NCC(c1ccco1)N1CCc2ccccc21)c1ccc([N+](=O)[O-])cc1 (configuration not stated)	28.1	-2.4	nt	nt	-1.1%	nt	1.4%	nt	-5.2%	2.7
39	COc1ccc(C(=O)Nc2ccc(NC(=O)c3ccccc3)cc2)cc1S(=O)(=O)N1CCOCC1	0.6	22.8	1.7%	-1.1%	-0.8%	3.8	3.8%	-2.9%	15.9%	21.0
40	COC(=O)c1[nH]nc(C(=O)OC(C)(C)C)c1-c1ccccc1	3.3	-1.0	1.7%	-6.2%	2.2%	-2.4	-0.6%	-6.3%	-2.6%	-7.6
41	CC(/C=N/NC(=O)c1ccncc1)=C\c1ccc(C(C)C)cc1	-0.2	8.1	-0.8%	3.8%	7.2%	2.3	0.9%	-8.0%	-13.6%[7.66 µM]	12.1
42	Cc1cc(C)cc(OCc2nnc(SCC(=O)NC3CC3)n2C)c1	11.2	-2.6	-3.5%	-13.4%	-3.2%	nt	1.4%	?	3.8%	1.0
43	OCC1(Cc2ccccc2C(F)(F)F)CCN(Cc2ccncc2)CC1	5.1	-10.0	-2.3%	-4.7%	3.5%	2.7	27.8%	-4.2%	36.5%	30.1
44	Cc1cccc2c(N=Nc3ccc(S(=O)(=O)Nc4ccc(Cl)cc4)cc3[N+](=O)[O-])c(O)[nH]c12	1.4	8.6	-0.8%	-3.1%	-18.5%	0.6	-1.5%	6.1%	?	-5.1
45	COc1ccccc1NS(=O)(=O)c1cc(NC(=O)c2cc(F)c(F)c(F)c2F)ccc1N1CCOCC1	nt	-14.4	nt	nt	-7.3%	nt	2.5%	nt	?	0.0
46	COc1ccc(N(CC(=O)Nc2ccc3c(c2)OCO3)S(C)(=O)=O)c(OC)c1	1.7	2.7	6.1%	1.4%	-1.4%	-4.0	-2.0%	5.1%	8.5%	1.7

Hits appear at their usual frequency. About 2% of those tested had a hit in this group.
